Kir21 block = blocks the mouse Kir2.1 inward-rectifier potassium channel; actives 0.85% (n = 310,000); HEK293-Kir2.1, FluxOR thallium flux fluorescence; active compounds read low; B-score at 10 µM;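 active = fluorescence ratio B-score at or below minus 3 SD of library scores, with starting-brightness B-score within 2 SD, cut at about -4.2 in these data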;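 also: channel flux triggered by added potassium and thallium sulfate stimulus; B-score of peak minus minimum fluorescence over baseline after thallium stimulus; more negative B-score means stronger Kir2.1 block with less thallium influx; some compounds called inactive have numbers as strong as hits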
Target sequence (P35561 whole entry, looked up): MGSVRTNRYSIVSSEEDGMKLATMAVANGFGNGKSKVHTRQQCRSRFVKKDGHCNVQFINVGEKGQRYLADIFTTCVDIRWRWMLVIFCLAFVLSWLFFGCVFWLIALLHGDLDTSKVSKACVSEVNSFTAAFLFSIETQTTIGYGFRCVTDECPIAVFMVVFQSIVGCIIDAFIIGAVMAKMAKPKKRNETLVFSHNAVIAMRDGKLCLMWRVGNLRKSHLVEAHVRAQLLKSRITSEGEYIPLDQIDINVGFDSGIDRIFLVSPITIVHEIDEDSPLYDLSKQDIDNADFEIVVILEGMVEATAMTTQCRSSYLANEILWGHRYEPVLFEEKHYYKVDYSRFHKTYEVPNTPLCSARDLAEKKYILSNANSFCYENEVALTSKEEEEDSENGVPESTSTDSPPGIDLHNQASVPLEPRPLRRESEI
STK33 kinase inh = blocks human STK33 kinase activity. Q9BYT3. purified STK33, MBP phosphorylation, ADP-Glo luminescence. inhibition, % at 10 µM. actives 0.073% (n = 320,000). AID 2661;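 active = inhibition at or above 25%, using the most active replicate where run in duplicate; inactive = inhibition below 25%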
Target sequence (Q9BYT3 whole entry, looked up): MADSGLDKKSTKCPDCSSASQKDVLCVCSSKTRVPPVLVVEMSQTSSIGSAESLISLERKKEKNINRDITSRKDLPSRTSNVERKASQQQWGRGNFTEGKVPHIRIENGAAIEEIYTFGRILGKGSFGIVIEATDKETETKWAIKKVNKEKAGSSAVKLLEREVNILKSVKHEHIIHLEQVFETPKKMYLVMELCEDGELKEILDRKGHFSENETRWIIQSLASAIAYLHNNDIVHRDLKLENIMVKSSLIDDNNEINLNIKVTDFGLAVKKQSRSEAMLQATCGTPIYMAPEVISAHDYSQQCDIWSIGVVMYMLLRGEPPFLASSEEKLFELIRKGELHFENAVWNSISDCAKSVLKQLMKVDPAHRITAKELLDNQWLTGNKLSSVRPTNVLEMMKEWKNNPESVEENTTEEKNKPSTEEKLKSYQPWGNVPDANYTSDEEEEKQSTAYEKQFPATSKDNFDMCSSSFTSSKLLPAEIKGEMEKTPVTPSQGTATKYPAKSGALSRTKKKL
An asterisk follows results filed as active; nt = no result given.

SMILES | Kir21 block | STK33 kinase inh
CCN(Cc1nc2ccccc2c(=O)[nH]1)Cc1cc(=O)oc2cc(OC)ccc12 | nt | -3.9
CN1CCS/C1=C\C=C1/SC(=S)N(CC(=O)O)C1=O | -12 | nt
Cc1nnc(-c2cnn(C)c2N)n1Cc1ccc(Cl)cc1 | -0.52 | -2.4
Cc1onc(-c2ccccc2)c1C(=O)c1c[nH]c(C(=O)NCc2ccncc2)c1 | 0.89 | -0.1
Cc1cc(C)n(-c2ccc(S(N)(=O)=O)cc2[N+](=O)[O-])n1 | 0.65 | -1.0
CCCCCCCC1(C)NC(=O)N(CC(=O)Nc2cc(C)on2)C1=O (stereo not given) | -0.14 | nt
CCSc1nnc(NC(=O)c2nc(S(=O)(=O)Cc3ccc(F)cc3)ncc2Cl)s1 | -1.3 | -1.1
N#C/C(=C\c1ccc(N2CCOCC2)o1)C(=O)NCC1CCCO1 (stereo not given) | -4.4 | -0.2
Cc1nnc(SCC(=O)N2CCc3ccccc3C2)n1-c1ccccc1 | 1.5 | -1.2
CC(C)NCCCCOc1ccccc1-c1ccccc1 | -5.6* | -1.8
O=S(=O)(NCc1ccc2c(c1)OCO2)c1ccc(Cl)s1 | -3 | -0.2
O=C(O)C1CCCN1S(=O)(=O)c1ccc2[nH]c(=O)c(=O)[nH]c2c1 (stereo not given) | -0.07 | 0.7
CC(/C=N/n1c(-c2cccnc2)n[nH]c1=S)=C\c1ccccc1 | 0.31 | -0.4
CCOc1ncccc1C(=O)NCC(c1ccccc1)N(C)C (stereo not given) | 0.12 | -2.1
Oc1c(N=NC(=S)Nc2ccccc2F)c2ccccc2n1Cc1ccccc1 | -1.1 | -0.4
CN(C)/C=N/c1[nH]ncc1C#N | 1.9 | 1.8
Cc1ccc2[nH]c(=O)c(CN(Cc3cccs3)C(=S)NCc3ccco3)cc2c1 | -0.24 | -2.0
CC(C)(CC(=O)O)CC(=O)N1CCN(c2nc3cc(Cl)ccc3s2)CC1 | 0.11 | -1.8
O=C(COC(=O)c1ccccn1)Nc1ncc(C(F)(F)F)cc1Cl | 0.48 | 0.1
[O-][n+]1c2c(nn1-c1ccccc1Cl)-c1nonc1CC2 | -1.7 | 0.3
COc1cc(CNCc2cccs2)ccc1OCC(=O)NC(C)(C)C | 0.18 | -0.9
Cc1ccc(NC(=O)CN(C)CC(=O)N(C)Cc2ccccc2)cc1 | nt | 0.1
CCOC(=O)c1c(NC(=O)CSc2nnc(N)s2)sc(C)c1-c1ccc(C)cc1 | 1.3 | nt
C=COCCNC(=O)C1CC(=O)N(c2ccc(C)cc2)C1 (stereo not given) | 0.49 | -0.6
COc1cccc(Nc2nc(-c3sc(NC(=O)c4ccccc4)nc3C)cs2)c1 | 2 | 2.0
Cc1ccc(S(=O)(=O)N2CCC(C(=O)OCC(=O)N3CCc4ccccc43)CC2)cc1 | -0.27 | -0.5
O=S(=O)(c1ccc(Br)s1)N1CCNCC1 | 0 | -0.7
COc1ccc(S(=O)(=O)N2CCN(c3ccccc3)CC2)cc1C(=O)N1CCCC1 | 0.25 | 0.4
CCOc1ccccc1OCCOc1ccc(F)cc1 | 0.01 | -1.2
COc1ccc(Cl)cc1NC(=O)CN(C)C(=O)Cc1n[nH]c(=O)c2ccccc12 | -0.86 | 0.4
COc1ccc(NS(=O)(=O)c2cc(NC(=O)c3ccc(Cl)cc3)ccc2N2CCOCC2)cc1 | nt | -3.0
COc1ccc(NC(=O)NNC(=O)COc2ccc3cc(Br)ccc3c2)cc1 | 0.65 | 0.8
CC(C)(C)c1csc(Sc2ncccc2[N+](=O)[O-])n1 | -2.5 | -1.1
Brc1ccccc1Cn1c(-c2cncs2)nc2ccccc21 | -0.34 | -0.5
COC(=O)NC(NC(=S)Nc1cccc(C)c1)C(Cl)(Cl)Cl (stereo not given) | -0.62 | -0.2
CCN(C1CCS(=O)(=O)C1)S(=O)(=O)c1cc(C)ccc1C (stereo not given) | 0.45 | -1.2
COC(=O)c1ccccc1NC(=O)CN(c1c(C)cccc1C)S(C)(=O)=O | -0.14 | -0.5
O=C(COC(=O)c1ccc([N+](=O)[O-])cc1)NCCC1=CCCCC1 | nt | -1.2
CCN(C(=O)COC(=O)c1ccco1)c1c(N)n(Cc2ccccc2)c(=O)[nH]c1=O | -1 | 1.1
Nc1ccc(C#Cc2ccc3sc4ccccc4c(=O)c3c2)cc1 | 0.01 | 1.5
Fc1cccc(/C=N/Nc2ccccn2)c1 | -1.5 | -0.6
O=C(CCNC(=O)c1ccco1)NC(Cc1c[nH]c2ccccc12)C(=O)O (stereo not given) | nt | -0.5
O=C(O)CC(NC(=O)C12CC3CC(CC(C3)C1)C2)c1cccc([N+](=O)[O-])c1 (stereo not given) | 0.2 | 0.5
COc1cccc(CNC(=O)C2CCN(c3cnccn3)CC2)c1 | 0.34 | 0.8
COc1ccc(OCc2cccc(C(=O)Nc3ccc(CN4CCCCC4)cc3)c2)cc1 | -3.1 | 0.7
Nc1n[nH]c(N)c1N=Nc1ccccc1 | 0.71 | 1.2
CC(=O)N(CCN1CCOCC1)Cc1cc2cc3c(cc2nc1Cl)OCO3 | 0.49 | -0.1
O=C1NC[C@H](c2ccccc2)N(CCc2cc(C(F)(F)F)cc(C(F)(F)F)c2)C1=O | -1.3 | -0.4
O=C(CSc1nc2nc(-c3cccs3)cc(C(F)(F)F)c2c(=O)[nH]1)Nc1c(F)c(F)c(F)c(F)c1F | 0.17 | -0.2
CCOC(=O)C1(CC2CCCCO2)CCN(Cc2ccccc2-c2ccco2)CC1 (stereo not given) | 1.2 | -2.0

Following part.
SMILES | Kir21 block | STK33 kinase inh
Cc1nn(C)cc1CNC(=O)Nc1ccc(Cl)c(Cl)c1 | 1.4 | 0.1
Cc1ccc(C(=O)N/N=C2\SCC(=O)N2c2cc(C)ccc2C)cc1 | 0.83 | -0.6
CC(Sc1nnc(CC(C)c2ccccc2)n1N)C(N)=O (stereo not given) | -1.2 | 0.1
CCOC(=O)C1(CC2CCCCO2)CCN(S(=O)(=O)c2ccccc2)CC1 (stereo not given) | 0.2 | 1.7
CCOCCCNC(=O)C1CCN(C(=O)Nc2ccc(C)cc2)CC1 | 0.12 | -3.2
Cc1cc(C(=O)NNC(=O)c2cccc([N+](=O)[O-])c2)n[nH]1 | nt | -0.8
CC(C)(C)c1ccc(Oc2ncccc2NC(=O)c2cccs2)cc1 | -0.23 | -0.3
CCOc1ccc(C(=O)NCC(=O)Nc2ncccc2C)cc1OCC | 0.01 | -1.1
CC(=O)N(Cc1cc(=O)[nH]c2ccccc12)c1ccc(C)cc1 | -0.73 | -0.1
COc1ccc(C2OC(=O)Cc3cc(OC)c(OC)cc32)cc1 (stereo not given) | 0.21 | -1.3
O=C(CNCc1ccccn1)Nc1ccc([N+](=O)[O-])cc1C(=O)Nc1ccccc1F | -1.4 | -1.1
COc1ccc(S(=O)(=O)NCCC(=O)NC2CCCCCCC2)cc1 | -3.4 | 0.4
CC1CC(C)CN(CCCNC(=O)c2ccc3nc(N4CCCCC4)sc3c2)C1 (stereo not given) | -1.6 | -0.2
COc1ccc(/C=C2\Oc3cc(OCC(N)=O)ccc3C2=O)cc1OC | 1.1 | 18
O=C(CCC(=O)N(CC(=O)NC1CCCC1)C1CCCCC1)Nc1ccccn1 | -0.67 | -0.1
Cc1ccc(S(=O)(=O)CCC(=O)Nc2nccs2)cc1 | nt | -1.5
CCN(CC)c1cccc(OCC(=O)N2c3ccccc3CC2C)c1 (stereo not given) | nt | 1.1
Cc1nc2ccc(S(=O)(=O)N(C)CC(=O)NCc3ccc4c(c3)OCO4)cc2s1 | -0.12 | 0.6
O=C1Cc2cc(S(=O)(=O)Nc3ccc(N4CCOCC4)cc3)ccc2N1 | nt | 0.5
COc1ccccc1NS(=O)(=O)c1cc(C(=O)NCCC(C)C)ccc1F | 2.2 | 0.3
COc1cccc(C(=O)Nc2c3c(nn2-c2cccc(C)c2C)CS(=O)(=O)C3)c1OC | 1.8 | -1.1
CN(C)/N=C/c1cn(-c2ccccc2)nc1-c1cccnc1 | -0.59 | -0.4
COCCn1c(SCC(=O)N2CCCc3ccccc32)nnc1-c1ccco1 | -1.9 | 0.0
COc1ccc(-c2csc(NC(=S)NC(=O)/C=C/c3ccco3)n2)cc1Br | 2.6 | 1.2
N#Cc1c(-c2ccccc2)nc2n(-c3ccccc3)nc(C(=O)Nc3ccccc3)n2c1=O | 0.41 | 0.1
CCCCCn1c(Br)nc2c1c(=O)n(CC(N)=O)c(=O)n2C | 0.11 | 0.4
Cc1ccc(C2=C(CC(=O)O)C(=O)CC2)cc1 | -0.68 | -0.7
Cc1cc(C)nc(SCC(=O)NC2=NC(=O)C(C)S2)n1 (stereo not given) | -0.87 | -0.1
Cc1oc(/N=C/c2ccc(Cl)cc2Cl)c(C#N)c1C | -0.83 | nt
Cc1nc(N2CCc3ccccc3C2)[nH]c(=O)c1Cc1ccccc1 | -0.35 | 0.4
O=C1C(C=NCc2cccnc2)=C(O)c2ccccc21 | 1.5 | nt
COc1ccc(C(=O)NNC(=O)C(=O)Nc2cccc3ccccc23)cc1 | -0.14 | 0.3
COc1cccc(CN(CC(=O)NCc2ccccc2)S(=O)(=O)CCl)c1 | nt | -1.0
Cc1cc(C)c(C)c(SCC(=O)Nc2oc(C)c3c(C)n[nH]c(=O)c23)c1C | 0.09 | 0.6
N#Cc1ccccc1NC1=CC(=O)CCC1 | 1.3 | 0.6
CCOc1ccc(S(=O)(=O)Nc2cccc(C(=O)NCC3CCCO3)c2)cc1 (stereo not given) | 0.12 | -1.3
O=C(O)CC1NCCc2ccccc21 (stereo not given) | 0.89 | 4.4
CCCN1CCN(C(=O)C2CCN(c3nnc(C)c4c(C)n(-c5ccc(C)cc5)nc34)CC2)CC1 | 0.05 | -0.2
Cc1ccc(NC(=O)[C@@]2(CC(=O)O)CC(/C=C/c3ccccc3)=NO2)c(C)c1 | 0.03 | -0.8
C=CCOc1ccc(C2/C(=C(/O)c3ccc(OC)cc3)C(=O)C(=O)N2CCN2CCNCC2)cc1 (stereo not given) | 2 | -0.8
Cc1c(NC(=O)C(C)OC(=O)c2ccc(Br)o2)c(=O)n(-c2ccccc2)n1C (stereo not given) | 0.43 | -0.1
Cc1cc(C(=O)NCCCN2CC(C)CC(C)C2)n(-c2ccccc2)n1 (stereo not given) | 0.22 | -1.3
CCOC(=O)CCCc1c[nH]c2ccccc12 | -0.08 | -0.3
CCCNC(=O)COC(=O)c1c2c(nc3ccccc13)CCC2 | -1.6 | 2.4
CSc1ccc(/C=N/NC(=O)CN2CCN(Cc3ccccc3Cl)CC2)cc1 | -2.5 | -0.1
Cn1cnnc1SCC(=O)NCCC(c1ccccc1)c1ccccc1 | -0.87 | -2.1
Cc1cc(C)cc(N)c1 | nt | -1.2
O=C(O)c1ccc(/C=N/Nc2ccc(F)cc2F)cc1 | 0.87 | 0.0
C=CCN=C(NC#N)SCC(=O)NC(C)(C)C | 1.9 | 0.3
CCCCCc1n[nH]c2c1CCCC2 | -1.5 | -0.9

Continuation.
SMILES | Kir21 block | STK33 kinase inh
COc1ccc(NC(=O)c2cc([N+](=O)[O-])ccc2NC(=O)CNC2CCCCC2C)c(OC)c1 (stereo not given) | -0.37 | -0.7
COc1ccc(OC)c(-n2c(-c3cccc(O)c3)n[nH]c2=S)c1 | 0.72 | 0.0
CN(C)C(=O)N1CCCC(C(=O)NCc2ccccc2)C1 (stereo not given) | 0.76 | -1.7
CCOc1cc2c(Cl)ncnc2c(OCC)c1OCC | -0.18 | -0.1
COc1ccccc1NC(=O)C(=O)NCCCN1CCCC1=O | -0.65 | 0.5
CC(C)CCOc1cccc(OCC(=O)NC2CCS(=O)(=O)C2)c1 (stereo not given) | 0.3 | -0.9
CC(=O)c1cccc(NC(=O)c2ccccc2OCc2ccc(F)cc2)c1 | 0.12 | 0.1
O=C1OCC(c2ccc(Cl)s2)=C1c1ccccc1[N+](=O)[O-] | -0.01 | 0.5
O=C(Cn1nc(-c2ccccc2)nc1-c1ccccc1)N1CCOCC1 | -0.13 | -0.6
O=[N+]([O-])c1ccc(S(=O)(=O)NCCc2cn3ccccc3n2)cc1 | 0.79 | -1.3
CCOC(=O)c1ccc2c(c1)nc(SC/C(O)=C(\C#N)c1nc3ccccc3[nH]1)n2CC | -0.63 | -1.8
Cc1ccccc1/C=N/n1c(-c2cc(-c3ccccc3)n[nH]2)n[nH]c1=S | 0 | -1.8
COCCCN1C(=O)c2ccc(C(=O)O)cc2C1=O | -1.1 | nt
CS(=O)(=O)N1CCN(C(=S)NCc2ccc(F)cc2)CC1 | 0.38 | -0.9
CCOc1ccc(CC(C(N)=O)C(N)=O)cc1CN(C)C | 1.3 | -4.6
Cc1ccc2[nH]cc(CCNS(=O)(=O)c3ccc(F)cc3)c2c1 | -0.77 | -7.8
CCCCCC(C)NC(=S)NC(=O)c1cc(S(=O)(=O)N2CCOCC2)ccc1C (stereo not given) | 0.04 | -1.1
COc1cc(NC(=O)CCCNC(=O)c2ccc(Cl)cc2)cc(OC)c1 | -0.72 | -0.7
CCOc1ccccc1-n1c(SCC(=O)N2CCOCC2)nnc1-c1ccccn1 | 0.04 | -1.2

Five successive entries already listed:
SMILES | Kir21 block | STK33 kinase inh
CCOc1ccc(CC(C(N)=O)C(N)=O)cc1CN(C)C | 1.3 | -4.6
Cc1ccc2[nH]cc(CCNS(=O)(=O)c3ccc(F)cc3)c2c1 | -0.77 | -7.8
CCCCCC(C)NC(=S)NC(=O)c1cc(S(=O)(=O)N2CCOCC2)ccc1C (stereo not given) | 0.04 | -1.1
COc1cc(NC(=O)CCCNC(=O)c2ccc(Cl)cc2)cc(OC)c1 | -0.72 | -0.7
CCOc1ccccc1-n1c(SCC(=O)N2CCOCC2)nnc1-c1ccccn1 | 0.04 | -1.2

High-throughput results: PubChem BioAssay, several laboratories

The order is random. About 0.84% of those tested had a hit in this group.
